D1 antagonist: antagonists of human D1 dopamine receptor | P21728 | HEK293 TREx D1 cells, calcium flux, dopamine EC80; active compounds read low | activity change, negative = inhibition, % at 10 µM | hit rate 3.2% among 360,000 | AID 504652; in the data active = activity change below about -30%; also: % is scaled to controls: 0 for no effect and ±100 for the full control effect
Target sequence (P21728 whole entry, looked up): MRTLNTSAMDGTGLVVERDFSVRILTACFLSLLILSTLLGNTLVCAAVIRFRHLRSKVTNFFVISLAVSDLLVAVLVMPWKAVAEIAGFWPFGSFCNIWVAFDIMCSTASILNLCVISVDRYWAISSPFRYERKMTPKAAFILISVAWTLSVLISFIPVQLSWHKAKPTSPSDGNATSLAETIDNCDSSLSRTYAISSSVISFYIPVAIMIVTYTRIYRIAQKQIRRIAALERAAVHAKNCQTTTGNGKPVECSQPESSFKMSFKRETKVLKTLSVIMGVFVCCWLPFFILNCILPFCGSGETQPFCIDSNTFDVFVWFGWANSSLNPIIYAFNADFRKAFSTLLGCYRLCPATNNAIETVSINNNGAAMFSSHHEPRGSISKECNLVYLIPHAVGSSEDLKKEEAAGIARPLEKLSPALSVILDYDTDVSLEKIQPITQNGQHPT
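Antagonism measured as reduced calcium response to an EC80 dopamine addition following 180 s compound pre-read; cells were inducible HEK293 Trex D1 plated overnight at 30 C, read kinetically at 1 cycle/sec.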
D2 agonist: agonists of human D2 dopamine receptor. hit rate 0.53% among 340,000. HEK293 T-REx D2 cells, calcium flux agonist mode. P14416. activation, % at 2 µM;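 active = activation over 3 SD above normal in the single-dose calcium agonist read, cut at about 30% in these data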; also: 0% is about no effect
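In this primary screen, compounds producing a positive calcium signal within 180 s of addition to tetracycline-induced, force-coupled HEK293 Trex D2 cells are flagged; cells are dye-loaded with a no-wash calcium kit beforehand.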
D2 antagonist: D2 dopamine receptor (human) antagonism; P14416; HEK293 TREx D2 cells, calcium flux, dopamine EC80; inhibition, % at 10 µM; hit rate 2% among 340,000; AID 485344; in the data active = inhibition above about 30%; also: 0% is about no effect
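Antagonism is scored as inhibition of an EC80 dopamine-evoked calcium signal in a force-coupled, tetracycline-inducible HEK293 T-REx D2 line, with compound present 180 s before agonist.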
D1 agonist: agonists of human D1 dopamine receptor. P21728. hit rate 1% among 360,000. activation, % at 2 µM. HEK293 T-REx D1 cells, calcium flux, agonist mode; in the data active = activation above about 30%; also: 0% is about no effect
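Agonism was scored from calcium flux recorded over 180 s (1 read/s) after pintool compound addition, following a 10-cycle baseline. Cells were inducible force-coupled HEK293 TREx D1, plated overnight at 30 C and loaded with no-wash calcium dye.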
TRHR PAM: allosteric enhancers of human TRH receptor; TRHR cells, fluo-8 calcium fluorescence, EC20 TRH enhancement; P34981; enhancement, % at 2 µM; hit rate 0.66% among 360,000; in the data active = enhancement above about 30%; also: 0% is about no effect
Target sequence (P34981 whole entry, looked up): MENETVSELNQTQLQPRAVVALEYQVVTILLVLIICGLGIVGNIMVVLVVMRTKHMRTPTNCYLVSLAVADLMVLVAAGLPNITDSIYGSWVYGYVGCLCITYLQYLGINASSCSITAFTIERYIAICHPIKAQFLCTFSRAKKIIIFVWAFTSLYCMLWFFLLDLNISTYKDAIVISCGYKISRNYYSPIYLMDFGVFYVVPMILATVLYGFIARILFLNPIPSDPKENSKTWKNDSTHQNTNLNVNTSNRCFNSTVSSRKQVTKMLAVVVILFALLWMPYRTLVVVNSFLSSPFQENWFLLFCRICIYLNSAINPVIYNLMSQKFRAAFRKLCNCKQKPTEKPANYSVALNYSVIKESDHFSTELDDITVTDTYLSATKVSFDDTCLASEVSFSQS
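TRHR-expressing cells loaded with fluo-8 calcium dye were read kinetically (ex 480/em 530) during compound addition, then stimulated with an EC20 of TRH (10 nM final). Enhancement of the Gq-mediated intracellular calcium response was scored.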
RXFP1 agonist: agonists of human relaxin receptor RXFP1. HEK293T-RXFP1 cAMP TR-FRET, 30 min; response scale: percent of porcine relaxin response, buffer zero. Potency, µM (series often up to 57.5 µM), without a hit: top-dose activation, actives largely listed as activators. hit rate 0.3% among 370,000; active = well fitted activation curve with a large enough effect; inconclusive = small, poorly fitted or top-dose-only effect; also: potency is read from the fitted curve at half-maximal effect; % is scaled to controls: 0 for no effect and ±100 for the full control effect; nearly all actives have a fitted effect of over 60% in size; many of its hits are not listed in these tables
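HEK293 cells stably expressing RXFP1, treated 30 min at 37C with compounds plus PDE4 inhibitor Ro 20174; cAMP measured by HTRF TR-FRET. Normalized to buffer and 29 nM porcine relaxin; EC50 by Hill fit.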
RXFP1 antag: blocks the human relaxin receptor RXFP1. HEK293-RXFP1, relaxin-stimulated cAMP HTRF, 30 min; active compounds read low. activity change, negative = inhibition, % at 57.5 µM. Q9HBX9. hit rate 0.59% among 350,000;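 active = activity change of -60% or lower, but not beyond a set lower limit; inconclusive = change between -60% and -40%, or beyond the set limit; inactive = change above -40%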; also: % is scaled to controls: 0 for no effect and ±100 for the full control effect
D2 potentiator: positive allosteric modulators of human D2 dopamine receptor; P14416; HEK293 T-REx D2, calcium flux, EC20 dopamine potentiation; potentiation, % at 10 µM; hit rate 0.34% among 340,000; AID 485347;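 active = potentiation over 3 SD above the plate norm, cut at about 30% in these data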; also: 0% is about no effect
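Tetracycline-induced HEK293 T-REx cells force-coupled to calcium signalling expressed D2; compounds were pin-added after a 10 s baseline, read kinetically 180 s, then an EC20 dopamine challenge followed with a further 180 s calcium read.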
D1 PAM: enhances dopamine response at the human D1 receptor | P21728 | HEK293 TREx D1 cells, calcium flux, dopamine EC20 potentiation | potentiation, % at 10 µM | hit rate 0.036% among 360,000 | AID 504651; in the data active = potentiation above about 30%; also: 0% is about no effect
* marks the source's active call; other numbers are inactive results; u = inconclusive; x = no result given; & = joins results of further samples. Some of the compounds tested; the hit share may differ from the screen's.

1: C=CCN(CC=C)S(=O)(=O)c1ccc(NC(=S)NC(=O)/C=C/c2ccccc2)cc1
2: Cc1cc(-c2c(C)[nH]n(-c3ccc(Cl)cc3)c2=O)n(-c2ccc(Cl)cc2)n1
3: C=CCn1c(=O)c(C(=O)NCCc2ccccc2)c(O)c2ccccc21
4: Cn1c(=O)n(CCCOc2ccc(Br)cc2)c2ccccc21
5: Cc1ccc(NC(=O)CSc2ccc3nnc(-c4ccccn4)n3n2)cc1
6: Cc1nc(NS(=O)(=O)c2ccccc2)sc1NC(=O)OCCN(C)C
7: CCN1CCN(S(=O)(=O)c2cc(OCC(=O)NC3CCCCC3)c(C)cc2Cl)CC1
8: CC(C)C(=O)Nc1c(-c2ccccc2Cl)c(=O)c2ccccc2n1C
Compound	1	2	3	4	5	6	7	8
D1 antagonist	-6	-14	8	-3	20	-10	-8	-15
D2 agonist	-0.1	-0.1	1.5	1.0	-0.5	1.1	-0.4	x
D2 antagonist	-10	-1	6	32*	11	10	0	x
D1 agonist	4	12	8	3	1	5	15	0
TRHR PAM	-3	-1	4	-8	-2	7	-10	3
RXFP1 agonist	1.6%	0.1%	0.0%	-0.5%	0.4%	0.0%	2.6%	-0.3%
RXFP1 antag	-28	-17	0	-12	-3	4	-5	-5
D2 potentiator	-3	8	4	-19	5	1	-24	1
D1 PAM	6	-5	-6	-4	1	-6	-1	-3

9: COc1ccc(Cl)cc1NC(=O)CN(C)C(=O)c1cc(-c2cccs2)nn1-c1ccccc1
10: CCCN(CCC)CCNC(=O)CS(=O)Cc1nc(-c2ccc(OC)c(OC)c2)oc1C (configuration not stated)
11: CCn1c(=O)cc(OCC(=O)NCc2cccnc2)c2ccccc21
12: COc1ccc(Nc2cccc3ccccc23)cc1
13: CC(C)(C)c1ccccc1OCC(=O)Nc1ncn[nH]1
14: O=C(C(Cl)Cl)N1CCN(Cc2ccccc2)CC1
15: Cn1c2ccc(F)cc2c2ncn(CCCN(CCO)CCO)c(=O)c21
16: CCOC(=O)c1[nH]c2c(c1C)C(=O)CC(c1ccc(OCC)c(OC)c1)C2 (configuration not stated)
Compound	9	10	11	12	13	14	15	16
D1 antagonist	-2	0	-6	-15	5	-4	-15	3
D2 agonist	0.3	0.5	-0.3	-0.8	0.3	0.7	0.2	-0.1
D2 antagonist	11	x	-9	10	-14	7	-29	3
D1 agonist	0	0	2	2	0	2	3	4
TRHR PAM	0	-2	-6	-1	1	-8	3	3
RXFP1 agonist	4.3%	-1.0%	1.9%	0.9%	0.0%	0.9%	-0.2%	-0.2%
RXFP1 antag	8	-14	0	x	3	-9	-4	-3
D2 potentiator	0	-4	3	0	-8	-13	-6	20
D1 PAM	-8	-3	-3	-9	-3	-2	3	-5

17: Cc1nc(N2CCC(C)CC2)c2c(C)c(C(=O)Nc3ccc(C)c(F)c3)sc2n1
18: CCOc1ccc(NC(=O)CN(C)C(=O)c2n[nH]c(=O)c3ccccc23)cc1OCC
19: Cc1ccc(NC(=O)CCNC(=O)c2ccccc2Cl)cc1S(=O)(=O)N1CCCCCC1
20: COCCN(C(=O)CNC(=O)c1ccco1)C(C(=O)NC1CCCC1)c1ccc(OC)c(OC)c1 (configuration not stated)
21: O=C(Nc1nc2c(F)cccc2s1)c1ccc(S(=O)(=O)N2CCCc3ccccc32)cc1
22: COC(=O)CSc1nnc2n(C3CCCCC3)c(=O)c3c4c(sc3n12)CCCC4
23: COc1ccc([N+](=O)[O-])cc1NC(=O)C(C)OC(=O)CSC(C)C(=O)Nc1cc(C)on1 (configuration not stated)
24: CC(=O)c1ccc(NC(=O)C2CCCN(c3ncnc4c3nc3n4CCCCC3)C2)cc1 (configuration not stated)
Compound	17	18	19	20	21	22	23	24
D1 antagonist	5	-1	-9	-10	-1	1	-3	8
D2 agonist	-0.5	0.8	-0.1	0.2	0.5	-0.3	0.0	-0.6
D2 antagonist	-11	7	-16	8	x	18	36*	1
D1 agonist	2	1	1	5	3	0	1	10
TRHR PAM	-2	13	7	22	-3	-10	-3	3
RXFP1 agonist	u	0.5%	1.7%	2.4%	5.7%	-2.1%	-0.3%	0.1%
RXFP1 antag	-4	-7	3	-4	x	-15	5	0
D2 potentiator	-1	-7	-9	13	-7	1	8	1
D1 PAM	-6	-2	-3	2	0	1	-9	-7

Entries of single compounds, quoted from the list. Screens in order: D1 antagonist, D2 agonist, D2 antagonist, D1 agonist, TRHR PAM, RXFP1 agonist, RXFP1 antag, D2 potentiator, D1 PAM
COCCN(C(=O)CNC(=O)c1ccco1)C(C(=O)NC1CCCC1)c1ccc(OC)c(OC)c1 (configuration not stated) is listed with -10, 0.2, 8, 5, 22, 2.4%, -4, 13, 2
CC(=O)c1ccc(NC(=O)C2CCCN(c3ncnc4c3nc3n4CCCCC3)C2)cc1 (configuration not stated) is listed with 8, -0.6, 1, 10, 3, 0.1%, 0, 1, -7

(list continues)
25: Cc1nnsc1S(=O)c1ccccc1Cl (configuration not stated)
26: CCOC(=O)NN1C(=O)c2ccccc2NC1(C)C
27: COc1cc(Br)cc(C=Nc2cccc(C(F)(F)F)c2)c1O
28: C=CCN1C(=O)CSC1=Nc1ccc(C(=O)O)cc1
29: O=C(Nc1ccc(F)cc1)c1ccc2c(=O)n3c(nc2c1)CCCCC3
30: O=C(O)c1ccc(N/N=C/c2ccc3ncccc3c2)cc1
31: Cc1cc(C)c(NC(=O)CSc2nnc(CNC(=O)c3c(F)cccc3Cl)o2)c(C)c1
32: N#CC1=C2SCN(c3ccccc3)CN2C(=O)CC1c1c(Cl)cccc1Cl (configuration not stated)
Compound	25	26	27	28	29	30	31	32
D1 antagonist	9	-16	33	24	-6&13	-4	-13	-8
D2 agonist	1.0	-0.5	-0.5	0.2	0.7&-1.1	-0.6	-0.1	1.2
D2 antagonist	-7	7	-4	22	29	4	-15	-2
D1 agonist	2	2	4	1	4&7	0	2	2
TRHR PAM	8	-5	0	3	-14&-1	5	-2	0
RXFP1 agonist	-2.2%	-3.8%	1.0%	-1.5%	-0.2%&0.0%	-0.8%	1.3%	7.1%
RXFP1 antag	9	5	-10	13	-15&-7	-8	-2	-1
D2 potentiator	-3	x	-4	6	-3&-4	17	13	-12
D1 PAM	0	-3	-4	2	-11&-8	-7	-7	-5

33: COc1ccc(C(=O)CC(=O)C(=O)NCCc2cccc(C)c2)cc1
34: Cc1ccc(C(=O)c2c3ccccc3[n+]([O-])n2CCO)cc1
35: CCc1ccc(N2CC(C(=O)OCc3nc4ccsc4c(=O)[nH]3)CC2=O)cc1 (configuration not stated)
36: CC(=O)c1c2c3c(cccc3n(C)c1=O)C(=O)c1ccccc1-2
37: CCN(C(=O)COC(=O)C1CCN(S(=O)(=O)c2ccc3c(c2)OCCO3)CC1)C1CCCCC1
38: COc1ccccc1C(=O)N1CCN=C1c1ccccc1
39: Cn1c(CN2CCCCC2)nc2cc(NC(=O)c3cccc(Br)c3)ccc21
40: Cn1c(=O)n(CC(=O)NCC2CCCO2)c(=O)c2c3c(sc21)CCCC3 (configuration not stated)
Compound	33	34	35	36	37	38	39	40
D1 antagonist	1	2	-1	-11	-1	-3	1&-9	12
D2 agonist	23	1.0	-1.3	6.5	-1.0	-0.1	-0.7&-2.0	-0.3
D2 antagonist	8	7	-17	-1	6	-1	9	-7
D1 agonist	5	-1	1	11	3	4	2&2	-1
TRHR PAM	-1	-4	-2	1	1	1	-5&-1	1
RXFP1 agonist	5.5%	0.3%	1.3%	5.5%	0.3%	2.5%	0.1%&-0.4%	27%
RXFP1 antag	-9	x	-14	11	4	-23	-31&-19	1
D2 potentiator	-6	-6	12	8	4	0	-7	-4
D1 PAM	-4	-5	-3	-1	-2	-5	-3&-7	1

41: CCCCCCCCC(=O)NNC(=O)c1c(O)c2ccccc2n(CC)c1=O
42: Cc1cc(NS(=O)(=O)c2ccc(NC(=O)NC3CCCCC3)cc2)no1
43: CS(=O)(=O)N(CC(=O)Nc1ccc(S(=O)(=O)N2CCCC2)cc1)c1ccccc1F
44: CN(C)CCNC(=O)c1ccc2c(c1)N(Cc1ccccc1)C(=O)c1ccccc1S2(=O)=O
45: CCC(C)C(NC(N)=O)C(=O)NC1CCC(C)CC1 (configuration not stated)
46: COc1ccc(S(=O)(=O)CCC(=O)NCCc2ccc(Cl)cc2)cc1
47: CCCc1n(CC(O)COCc2ccccc2)c2ccccc2[n+]1C (configuration not stated)
Compound	41	42	43	44	45	46	47
D1 antagonist	4	1	-9	-5	-7	-1	-1
D2 agonist	11	0.2	-1.4	x	2.3	x	-0.1
D2 antagonist	0	-14	3	x	33*	x	16
D1 agonist	5	3	5	8	0	0	1
TRHR PAM	11	-4	-5	2	-5	-2	-4
RXFP1 agonist	0.6%	0.3%	-0.3%	0.0%	-1.3%	-0.1%	1.6%
RXFP1 antag	-21	-15	0	-21	x	7	5
D2 potentiator	7	-8	-36	-8	14	x	8
D1 PAM	2	-3	0	0	-6	-7	-1

Structures above that have bromine:
4: Cn1c(=O)n(CCCOc2ccc(Br)cc2)c2ccccc21
27: COc1cc(Br)cc(C=Nc2cccc(C(F)(F)F)c2)c1O
39: Cn1c(CN2CCCCC2)nc2cc(NC(=O)c3cccc(Br)c3)ccc21
Compound	4	27	39
D1 antagonist	-3	33	1&-9
D2 agonist	1.0	-0.5	-0.7&-2.0
D2 antagonist	32*	-4	9
D1 agonist	3	4	2&2
TRHR PAM	-8	0	-5&-1
RXFP1 agonist	-0.5%	1.0%	0.1%&-0.4%
RXFP1 antag	-12	-10	-31&-19
D2 potentiator	-19	-4	-7
D1 PAM	-4	-4	-3&-7
